MLLE-PAM2 inh: inhibitors of PABP1 MLLE–PAM2 peptide binding, primary screen, biochemical, fluorescence polarization, FITC-PAM2, GST-MLLE | 0.36% of 360,000 active | inhibition, % at 20 µM; in the data active means inhibition above about 35%, passing the limit was not always enough;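 further: plate controls were DMSO wells with GST-MLLE for no effect and wells lacking GST-MLLE protein for full effect; some results filed as inactive read as strong as hits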
eLon inh: inhibitors of E. coli Lon protease, primary screen, biochemical, fluorescence polarization; P0A9M0; purified E. coli Lon protease; AID 602123, 2011; 0.42% of 360,000 active; inhibition, % at 7.94 µM; in the data active means inhibition above about 13%, passing the limit was not always enough;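 further: 0% = enzyme with probe and DMSO and 100% = no enzyme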
Tb MetRS inh: T. brucei MetRS inhibitors, primary screen, biochemical, luminescence | methionyl-tRNA synthetase (Trypanosoma brucei brucei) | 0.4% of 360,000 active | purified T. brucei MetRS, ATP depletion, Kinase-Glo luminescence | inhibition, % at 11.9 µM | AID 624268, 2012;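 active means inhibition above a per-plate cutoff of the control wells' mean inhibition plus 3 SD, cut at about 5.5% in these data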;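 further: 0% = DMSO wells median and 100% = median of wells with control inhibitor compound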
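Dosing: 11.9 µM single point; system: parasite MetRS enzyme; technique: luminescence of leftover ATP; times: 15 min enzyme-compound preincubation, 2 h reaction, 10 min detection, 25 °C; replicates: each compound tested once; read-out basis: percent inhibition relative to median high and low control wells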
FAS-TE inh: FAS thioesterase domain inhibitors, primary screen, biochemical, fluorescence intensity, uHTS; Fatty acid synthase (Homo sapiens), P49327; recombinant FAS-TE, OMFH fluorogenic substrate, fluorescence endpoint; inhibition, % at 15 µM; 0.67% of 360,000 active;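 active means compounds whose normalised, plate-corrected inhibition of enzyme fluorescence in the single-dose primary screen is 50% or more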;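 further: 0% = DMSO with enzyme and 100% = substrate without enzyme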
Target sequence (P49327 whole entry, looked up, the tested form may be a part): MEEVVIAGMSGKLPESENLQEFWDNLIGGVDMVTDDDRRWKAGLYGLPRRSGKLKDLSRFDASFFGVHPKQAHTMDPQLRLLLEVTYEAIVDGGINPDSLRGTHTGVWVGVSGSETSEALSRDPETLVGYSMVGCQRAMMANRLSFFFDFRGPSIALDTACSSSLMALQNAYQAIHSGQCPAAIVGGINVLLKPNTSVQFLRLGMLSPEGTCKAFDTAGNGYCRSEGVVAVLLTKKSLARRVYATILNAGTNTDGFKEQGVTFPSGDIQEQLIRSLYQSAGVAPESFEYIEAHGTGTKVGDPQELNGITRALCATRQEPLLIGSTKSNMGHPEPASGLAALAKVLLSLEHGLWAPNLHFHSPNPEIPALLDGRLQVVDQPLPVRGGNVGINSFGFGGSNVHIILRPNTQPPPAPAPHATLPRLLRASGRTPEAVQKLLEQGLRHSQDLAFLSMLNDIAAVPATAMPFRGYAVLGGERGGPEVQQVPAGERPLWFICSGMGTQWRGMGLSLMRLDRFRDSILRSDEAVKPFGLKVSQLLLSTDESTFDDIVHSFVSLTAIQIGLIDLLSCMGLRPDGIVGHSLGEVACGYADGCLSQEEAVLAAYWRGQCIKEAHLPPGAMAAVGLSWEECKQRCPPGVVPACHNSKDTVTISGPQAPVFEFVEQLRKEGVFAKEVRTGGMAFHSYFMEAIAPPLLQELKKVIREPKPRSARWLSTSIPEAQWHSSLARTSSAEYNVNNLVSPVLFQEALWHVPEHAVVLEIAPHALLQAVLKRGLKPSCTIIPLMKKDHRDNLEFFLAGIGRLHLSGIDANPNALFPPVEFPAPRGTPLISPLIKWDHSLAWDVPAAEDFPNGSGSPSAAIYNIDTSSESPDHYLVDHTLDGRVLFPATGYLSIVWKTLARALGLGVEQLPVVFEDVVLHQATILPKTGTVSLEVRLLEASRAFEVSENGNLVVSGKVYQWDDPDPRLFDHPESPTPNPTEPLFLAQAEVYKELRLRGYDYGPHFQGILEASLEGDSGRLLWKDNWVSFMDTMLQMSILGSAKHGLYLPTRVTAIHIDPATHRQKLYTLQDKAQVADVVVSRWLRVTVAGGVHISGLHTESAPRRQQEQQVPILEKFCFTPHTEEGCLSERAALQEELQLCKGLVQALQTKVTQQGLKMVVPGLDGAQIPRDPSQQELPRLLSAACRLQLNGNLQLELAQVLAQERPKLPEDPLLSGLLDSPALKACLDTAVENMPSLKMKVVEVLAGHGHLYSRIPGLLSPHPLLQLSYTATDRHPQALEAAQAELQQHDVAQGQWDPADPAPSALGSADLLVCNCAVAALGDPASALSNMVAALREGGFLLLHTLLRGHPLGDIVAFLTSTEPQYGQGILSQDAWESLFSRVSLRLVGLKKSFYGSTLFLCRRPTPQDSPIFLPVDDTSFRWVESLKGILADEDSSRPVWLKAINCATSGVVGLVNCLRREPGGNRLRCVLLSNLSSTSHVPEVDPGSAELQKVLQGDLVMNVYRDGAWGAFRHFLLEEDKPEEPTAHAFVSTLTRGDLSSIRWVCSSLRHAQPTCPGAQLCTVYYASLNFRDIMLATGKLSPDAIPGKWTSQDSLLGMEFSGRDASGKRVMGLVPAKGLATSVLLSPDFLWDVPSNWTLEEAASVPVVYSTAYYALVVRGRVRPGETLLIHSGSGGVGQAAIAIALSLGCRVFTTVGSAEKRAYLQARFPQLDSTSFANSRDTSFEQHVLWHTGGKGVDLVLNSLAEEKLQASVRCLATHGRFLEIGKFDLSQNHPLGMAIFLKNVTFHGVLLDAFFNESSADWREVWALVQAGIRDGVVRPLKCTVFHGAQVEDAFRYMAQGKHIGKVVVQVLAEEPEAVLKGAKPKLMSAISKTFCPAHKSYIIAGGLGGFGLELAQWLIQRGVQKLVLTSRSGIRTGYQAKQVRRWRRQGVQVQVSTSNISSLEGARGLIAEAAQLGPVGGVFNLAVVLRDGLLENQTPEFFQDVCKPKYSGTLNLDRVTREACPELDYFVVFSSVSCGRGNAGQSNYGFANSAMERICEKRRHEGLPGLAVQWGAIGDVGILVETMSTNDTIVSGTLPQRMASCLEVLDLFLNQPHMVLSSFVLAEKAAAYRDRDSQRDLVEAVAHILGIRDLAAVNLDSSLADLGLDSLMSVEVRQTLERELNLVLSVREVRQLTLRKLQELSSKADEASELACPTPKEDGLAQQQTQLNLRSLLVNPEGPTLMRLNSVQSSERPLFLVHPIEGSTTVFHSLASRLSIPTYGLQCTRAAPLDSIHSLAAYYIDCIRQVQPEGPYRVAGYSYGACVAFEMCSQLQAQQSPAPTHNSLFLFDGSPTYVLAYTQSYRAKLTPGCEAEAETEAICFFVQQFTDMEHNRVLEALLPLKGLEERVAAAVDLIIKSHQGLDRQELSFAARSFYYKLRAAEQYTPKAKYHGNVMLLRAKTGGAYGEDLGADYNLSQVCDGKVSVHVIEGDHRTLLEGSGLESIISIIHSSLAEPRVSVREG
CSN deneddyl inh: inhibitors of CSN-mediated cullin deneddylation, primary screen, biochemical, fluorescence polarization, uHTS; 0.38% of 360,000 active; COP9 signalosome complex subunit 5 (Homo sapiens), Q92905; Purified CSN, SCF-Nedd8-OG deneddylation; AID 651999, 2013; inhibition, % at 12.5 µM;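 active means pattern-corrected inhibition above about 35%, with an unprinted fluorescence ratio check between 0.5 and 1.5, limit read from the data, passing the limit was not always enough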;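 further: 0% = enzyme with substrate and 100% = substrate without enzyme; some results filed as inactive read as strong as hits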
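Schedule: reaction 90 min, room temperature / Assay system: HEK293T-derived human Csn5 enzyme / Input: Csn5 at 0.24 nM final / Measure: inhibition of Csn5 cleavage, % / Control set: substrate-only high control, full reaction low control / Technique: fluorescence polarization of the substrate / Buffer or medium: Tris/NaCl/DTT buffer, pH 7.5 / Reagent: SCFSkp2-Nedd8OG substrate at 10 nM final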
bovine MsrA act: bovine MsrA enzyme activators, primary screen, biochemical, absorbance, HTS; Methionine sulfoxide reductase A (Bos taurus); purified bovine MsrA, absorbance read-out; activation, % at 10.6 µM; 0.3% of 360,000 active; in the data active means activation above about 7.5%;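 further: 0% = vehicle and 100% = reference activator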
Neddylation inh: inhibitors of cullin neddylation, primary screen, biochemical, TR-FRET, uHTS, NAE and Ubc12; NEDD8-conjugating enzyme Ubc12 (Homo sapiens) + NEDD8-activating enzyme E1 regulatory …; calls only at 25 µM; 0.58% of 360,000 active; AID 651699, 2012; in the data active means inhibition above about 36%
Rin1 Abl inh: inhibitors of Rin1-Abl protein binding, primary screen, biochemical, TR-FRET. inhibition, % at 7.35 µM. 0.4% of 360,000 active. Tyrosine-protein kinase ABL1 (Homo sapiens) + Ras and Rab interactor 1 (Homo sapiens), …. AID 588664, 2011; in the data active means inhibition above about 5%, passing the limit was not always enough
MsrA inh: bovine MsrA enzyme inhibitors, primary screen, biochemical, absorbance, HTS | purified bovine MsrA, absorbance read-out | inhibition, % at 15.5 µM | 0.75% of 360,000 active | AID 651718, 2012; in the data active means inhibition above about 4.5%;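 further: 0% = vehicle wells with enzyme and 100% = reference inhibitor wells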
Starred values were filed as active, the others as inactive; i = inactive; . = not tested or not shown.

#	compound	eLon inh	bovine MsrA act	MsrA inh	FAS-TE inh	Rin1 Abl inh	Tb MetRS inh	Neddylation inh	CSN deneddyl inh	MLLE-PAM2 inh
1	Cc1ccc(NC(=O)C(=O)NCCN2CCN(C(=S)Nc3ccccc3)CC2)cc1	-11	-1	1.0	-6	1	-0.3	i	-4	-89
2	Cc1cc(=O)[nH]c(NN=C(CC(C)C)CC(C)C)n1	-10	1	3.1	-10	-1	-1.3	i	2	4
3	CCCCn1c(SCC(=O)NC(C)CC)nc2ccc(N3CCOCC3)cc2c1=O (stereo not drawn)	-4	-1	-0.4	7	4	0.3	.	-1	-35
4	CN1CCC(N(C)C(=O)c2cccc(S(=O)(=O)N3CCc4ccccc43)c2)CC1	-16	2	1.0	-3	-1	-0.4	i	1	22
5	CS(=O)(=O)N1CCc2cc(C(=O)Nc3ccccc3)ccc21	-3	-1	-0.1	-1	-2	0.0	i	-3	-7
6	CCOc1ccc(NC(=O)C2CCCN(S(=O)(=O)c3c(C)n[nH]c3C)C2)cc1 (stereo not drawn)	-4	-4	0.1	4	3	-1.0	i	-3	4
7	O=C(CC(Cc1ccccc1)C(=O)O)Nc1ccc(Cl)c(Cl)c1 (stereo not drawn)	7	-12	0.0	4	3	0.9	i	-1	-9
8	C=CCn1nc2ccccc2c1OC	-5	-1	-0.2	-10	4	-0.1	i	-2	2
9	O=C(Nc1nc(COc2ccccc2)cs1)c1ccccc1F	-3	-1	1.8	0	3	0.5	i	-9	-3
10	CCCCNC(=O)N1CCCN(c2ccc(C#N)cn2)CC1	-2	1	0.3	-4	0	2.3	i	-5	-3
11	CCCCn1c(O)c2n(c1=O)Cc1ccccc1N=C2c1ccc(C)cc1	6	0	0.3	-7	0	0.1	i	-1	-4
12	S=C(NCCN1CCOCC1)Nc1ccc(-c2nc3ccccc3[nH]2)cc1	1	0	1.2	-2	-2	0.3	i	0	17
13	CN(C)CC1CCC/C(=C\c2ccc(OC(=O)c3ccc(Cl)cc3)cc2)C1=O (stereo not drawn)	-11	-1	-0.4	9	3	0.2	i	11	-8
14	CC(C)(C)c1ccccc1NC(=S)NCc1ccccc1	6	-4	-0.6	1	2	-0.1	i	-4	14
15	Cc1cc(Br)c2nc3c(c(C(=O)O)c2c1)CCCCC3	8	-10	0.3	-6	-396	-0.6	i	7	-11
16	O=C(Nc1cc(=O)[nH]c(=O)[nH]1)c1cc(Cl)ccc1Cl	-4	-1	-0.2	-5	0	-0.1	i	2	8
17	CC(C)(C)c1nc2c(s1)CCc1onc(-c3ccc(Br)cc3)c1-2	0	-1	-0.6	6	-4	-0.1	i	-2	11
18	Cc1ccc([C@H]2C[C@@H](n3cc(C4CC4)nn3)[C@H](O)CN2Cc2cccs2)cc1	-2	-2	-0.7	-1	1	-0.7	i	4	14
19	Nc1nc(SCC(=O)NCCO)nc2sc3c(c12)CCCC3	-7	-3	0.0	-4	1	-0.1	i	1	-4
20	CCn1c(=O)c(C(=O)NCCNCCO)c(O)c2ccccc21	6	5	-0.2	-1	5	-0.9	i	2	-1
21	CC1CCCCC1NC(=O)COC(=O)c1ccc2c(c1)OCCO2 (stereo not drawn)	3	0	0.1	2	5	-0.5	i	-3	0
22	Cc1ccc(-c2nnc(SCC(=O)N/N=C/c3ccc(C)s3)n2-c2ccccc2)cc1	-1	-3	1.8	5	-4	0.4	i	12	-13
23	O=C(CSc1nnc(CNC(=O)c2ccc(F)cc2)o1)NCC1CCCO1 (stereo not drawn)	4	-6	1.4	-2	-2	-0.7	i	5	2
24	Cn1nc(C(=O)NC2CCCCC2)c2c1-c1ccccc1S(=O)(=O)C2	7	-9	-0.7	3	2	-0.3	i	4	9
25	O=C(Nc1cccc(C(F)(F)F)c1)C1Cc2c(-c3ccccc3Oc3ccccc3)ccnc2O1 (stereo not drawn)	5	-5	1.5	25	-1	-0.4	i	2	8
26	COc1ccc(N=Cc2nc(-c3ccco3)oc2O)cc1	6	-3	0.9	3	-3	-0.6	i	-2	6
27	Cc1ccccc1/C=C/C(=O)NCC(=O)N1CCC(N(C)C2CCCCC2C)CC1 (stereo not drawn)	-5	-11	-1.3	-10	5	-1.1	i	-3	5
28	COc1cc(CC(=O)N2c3ccccc3N=C(c3ccccc3)C2C(=O)NCc2ccccc2)cc(OC)c1 (stereo not drawn)	.	.	1.1	.	.	-0.7	i	-1	.
29	CC(C)[C@H](NS(=O)(=O)c1ccccc1)C(=O)OCC(=O)NC(=O)c1cccn1C	-5	0	0.2	-1	-3	0.2	i	-2	1
30	CCOC(=O)N1CCN(S(=O)(=O)c2cccc3nsnc23)CC1	2	-5	1.6	-4	-2	-1.1	i	5	-2
31	CC(=O)c1ccc(S(=O)(=O)N2CCC(c3nc4ccccc4[nH]3)CC2)cc1	2	-1	1.1	2	2	0.7	i	0	3
32	O=P(CCN1CCCCC1)(c1ccccc1)c1ccccc1	-5	-6	0.7	-7	0	-2.2	i	-1	-6
33	CN(NC1OC(=O)c2ccccc21)c1ncc(Cl)cc1C(F)(F)F (stereo not drawn)	3	-7	2.6	-6	1	-1.0	i	3	3
34	CCOCCn1c(=NC(=O)CSCC(=O)N2CCOCC2)sc2cc(OC)ccc21	-9	-2	3.4	-3	4	0.5	i	-5	18
35	N#Cc1cnn2cc(CCN3CCOCC3)c(-c3ccc(F)cc3)nc12	-4	-7	1.1	-2	4	-0.6	.	-1	-1
36	CCN(CC)CCCN(Cc1cc2cc(OC)c(OC)cc2[nH]c1=O)C(=O)Nc1ccccc1	-5	-1	2.7	-5	-1	-0.3	i	0	-4
37	COc1ccc(C[C@H]2CN3C(=NC[C@H]3Cc3ccccc3)N2CCNC(=O)CCC2CCCCC2)cc1	-3	-4	-0.1	-4	4	0.0	i	0	-5
38	Cc1occc1C(=O)N/N=C/C1=C(N2CCOCC2)C(=C/c2ccc(Cl)cc2Cl)/CC1	-15	1	-0.2	1	2	-0.2	i	6	-27
39	COC(=O)c1cc(C)sc1NC(=O)CC1Nc2ccccc2NC1=O (stereo not drawn)	-22	-1	0.8	-2	2	-0.7	i	5	-50
40	O=C(Nc1cccc2ccccc12)c1cccc([N+](=O)[O-])c1	-4	1	-0.3	12	1	-0.5	i	-3	5
41	CC(=O)C1=C(C)N(CC2CC2)C(=O)N[C@H]1c1ccc(Br)cc1	-2	-2	1.1	1	-3	0.3	i	-5	-8
42	COc1ccccc1CN(C)S(=O)(=O)c1cccs1	-12	-1	0.5	5	2	-0.6	i	3	-24
43	Cc1ccc(N=Nc2ccc3ccccc3c2O)cc1	-8	-3	0.5	8	0	-0.3	i	-1	-5
44	Cc1cccc(Cn2c(N(C)Cc3ccccc3)nc3c2c(=O)[nH]c(=O)n3C)c1	-4	1	-1.1	9	-3	-0.4	i	-2	-13
45	O=C(CSc1nnc(C2CC2)n1C1CC1)N1CCN(c2ccc(O)cc2)CC1	5	-5	-0.5	-7	4	0.0	i	-2	-14
46	Cc1sc(-c2ccccn2)nc1OC(=O)c1cccc(Cl)c1Cl	-14	-8	0.7	32	1	-1.5	i	-2	6
47	CCCn1nc(C(=O)NC2CC2)c2ccccc2c1=O	4	-3	-1.9	-9	-1	-0.3	i	-1	7
48	CCOC(=O)C1CCCN(C(=O)c2sc3nc(-c4ccc(OC)cc4)cn3c2C)C1 (stereo not drawn)	-8	-1	0.3	2	-5	0.0	i	-2	5
49	CC(=O)Nc1cccc(C(=O)OCC(=O)NC2CCCCCCC2)c1	-6	0	0.6	-5	2	0.3	i	-4	-10
50	COc1ccc(-c2noc(N3CCC(C(=O)N(C)c4ccccc4)CC3)n2)cc1	-2	-4	-0.2	4	0	-0.8	i	-1	10
51	O=C(Nc1nccs1)c1cc(S(=O)(=O)N2CCOCC2)c(Cl)cc1Cl	-11	1	0.9	-5	3	0.2	i	5	-3
52	O=C(Nc1ccccc1N1CCOCC1)c1ccccc1NS(=O)(=O)c1ccc(F)cc1	-8	-3	0.8	-1	0	0.3	i	-1	6
53	CCCCCCN1C[C@H](O)[C@@H](n2cc(-c3ccc(F)cc3)nn2)C[C@@H]1c1ccc(C)cc1	4	-6	2.0	6	1	-1.0	i	6	-2
54	O=C(CN(Cc1ccccc1Cl)C(=O)c1csnn1)NC1CCCC1	-4	-4	-1.6	-4	1	-0.4	i	1	26
55	N#Cc1ccccc1NC(=O)c1ccccc1OCC(=O)Nc1ccc2c(c1)oc1ccccc12	4	1	1.2	22	0	0.5	i	1	7
56	O=C(O)COc1ccc2oc3ccccc3c2c1	0	-3	1.0	-2	0	-0.5	i	7	5
57	CCOc1nc(NC2CCCCC2)nc(NC(C)(C)C)n1	14	-2	-0.7	5	-1	-0.4	i	2	-2
58	COc1ccc(C(=O)COC(=O)CCN2C(=O)C3C4CC(C(Br)C4Br)C3C2=O)cc1 (stereo not drawn)	7	0	-0.2	15	-2	-0.8	i	6	-1
59	COc1cc(/C=C2\SC(N3CCCCC3)=NC2=O)cc(OC)c1OC	11	-3	3.8	-2	-4	-0.2	i	-4	0
60	CC(=O)c1ccc(N2CCN(C(=O)C3(S(=O)(=O)c4ccc(Cl)cc4)CC3)CC2)cc1	12	-3	1.4	-2	0	0.0	i	-2	-1

More results.
#	compound	eLon inh	bovine MsrA act	MsrA inh	FAS-TE inh	Rin1 Abl inh	Tb MetRS inh	Neddylation inh	CSN deneddyl inh	MLLE-PAM2 inh
61	CCCCc1c(O)nc(SCC(=O)c2ccccc2)[nH]c1=O	-4	-10	1.0	-5	5	-1.9	i	2	39*
62	O=C(c1cccc(F)c1)N1CCN(C(=O)c2cc3nc(-c4ccco4)cc(C(F)(F)F)n3n2)CC1	7	-4	1.2	1	-3	-0.7	.	6	-6
63	COc1ccc([C@H]2CC(=O)C=C(c3cccc(NC(C)=O)c3)C2)cc1	3	-8	0.3	-4	1	0.1	i	1	5
64	Cc1oc(-c2cccs2)nc1CNC[C@H]1O[C@@H](n2cnc(C(N)=O)n2)[C@H](O)[C@@H]1O	-5	-6	-0.2	-5	-5	-1.0	i	1	1
65	CCC(=O)N1CCc2cc(Br)cc(S(=O)(=O)NCCN3CCCC3)c21	-9	-1	0.7	-3	1	-0.7	i	2	6
66	COc1cc(N)c(Cl)cc1C(=O)NC1CCN(Cc2ccccc2)CC1	-3	0	1.1	8	0	0.9	i	0	-10
67	O=C(Nc1nc2ccsc2c(=O)s1)c1ccco1	-2	-1	1.9	-3	-2	-0.1	i	1	-6
